Bioassay records: PubChem, Broad Institute
C2C12 statin: suppression of simvastatin myotoxicity; C2C12 myotubes + simvastatin, ATP luminescence, 48 h; scaled: DMSO 0, geranylgeraniol control 100; rescue of ATP level, % at 7.49 µM; actives 0.78% (n = 330,000); AID 602340;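 active = mean ATP rescue above about 67%, or every replicate alone reaching that limit, limit read from the data, passing the limit was not always enough; inconclusive = no clear call, values can overlap the other calls; inactive = mean under the limit and some replicate under it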;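 note: myotubes were challenged with 10 µM simvastatin during compound exposure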
SIRT5 block: inhibitors of human sirtuin-5 desuccinylase | inhibition, % at 15 µM | Purified SirT5, succinyl-peptide AMC, trypsin-coupled fluorescence | actives 1.1% (n = 330,000) | Q9NXA8; in the data active = inhibition above about 15%; inconclusive = no clear call, values can overlap the other calls
Target sequence (Q9NXA8 whole entry, looked up): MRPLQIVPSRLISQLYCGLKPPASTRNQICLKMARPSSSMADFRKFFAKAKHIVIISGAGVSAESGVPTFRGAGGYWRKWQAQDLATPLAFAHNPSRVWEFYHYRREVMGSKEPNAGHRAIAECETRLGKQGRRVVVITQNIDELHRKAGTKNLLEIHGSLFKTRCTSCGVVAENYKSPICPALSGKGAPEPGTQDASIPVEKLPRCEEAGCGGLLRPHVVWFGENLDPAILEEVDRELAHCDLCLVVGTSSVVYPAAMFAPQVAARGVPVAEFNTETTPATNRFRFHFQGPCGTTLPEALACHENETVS
S100A4 MyoIIA: blocks human S100A4 binding to myosin IIA peptide; P26447; S100A4/TAMRA-MyoIIA peptide fluorescence polarization; inhibition, % at 10.7 µM; actives 0.14% (n = 360,000); AID 652163;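 active = mean inhibition of at least 70% across replicates, with every replicate also reaching that level; inconclusive = mean inhibition reaches 70% but some replicates fall short; inactive = mean inhibition below 70%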
Target sequence (P26447 whole entry, looked up): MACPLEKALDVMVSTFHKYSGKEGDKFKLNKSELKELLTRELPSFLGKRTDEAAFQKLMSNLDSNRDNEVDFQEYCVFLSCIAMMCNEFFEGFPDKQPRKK
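Test system – S100A4 monomer (human) · Compound – single-point compound testing · Schedule – 5 min incubation before reading · Probe or stimulus – TAMRA-labelled myosin IIA heavy-chain peptide probe, 5 nM · Benchmarks – neutral control DMSO, positive control TFP · Medium – Calcium-containing HEPES buffer, pH 7.2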
esBAF inh: blocks esBAF chromatin remodeling in mouse ES cells | Bmi1-luciferase knock-in reporter, 24 h; 100% = twice the neutral-well signal | reporter increase, % at 12.5 µM | actives 2% (n = 350,000) | AID 602393; in the data active = activation above about 40%; inconclusive = no clear call, values can overlap the other calls;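 note: 0% = median of the plate's neutral control wells and 100% = double that signal; a rise in the Bmi1 reporter signal indicates esBAF inhibition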
CASP6 VEID inh: caspase-6 (human) enzyme inhibition; purified caspase-6, Z-VEID-R110 cleavage fluorescence; inhibition, % at 12.5 µM; actives 0.53% (n = 350,000); P55212;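 active = mean inhibition across replicates at least about 35%, with every replicate also reaching that limit, limit read from the data; inconclusive = only one of the two criteria met; inactive = neither criterion met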;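 note: 0% = median of neutral control wells and 100% = no fluorescence left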
Target sequence (P55212 24-179 limits assumed): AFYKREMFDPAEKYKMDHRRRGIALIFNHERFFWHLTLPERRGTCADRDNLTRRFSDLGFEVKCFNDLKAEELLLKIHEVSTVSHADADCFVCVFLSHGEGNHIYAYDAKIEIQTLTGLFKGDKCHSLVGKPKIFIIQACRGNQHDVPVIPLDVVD
Target sequence (P55212 194-293 limits assumed): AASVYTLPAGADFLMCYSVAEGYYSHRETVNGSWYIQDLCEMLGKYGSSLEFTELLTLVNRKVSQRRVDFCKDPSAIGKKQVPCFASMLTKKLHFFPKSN
FN deposit inh: fibronectin deposition inhibition. AID 743247. AH1F fibroblasts, Alexa488-fibronectin deposition fluorescence, overnight. actives 0.086% (n = 350,000). inhibition, % at 12.6 µM;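 active = mean inhibition across replicates of 30% or more, regardless of how many single replicates reach that level; inconclusive = mean under 30% yet at least half of replicates reach 30%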;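 note: positive control wells lacked labelled fibronectin entirely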
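Material: AH1F fibroblast monolayer depositing Alexa488-labelled fibronectin into matrix / Amount: 10000 AH1F cells per well / Signal: fluorescence 485/525 nm / Medium: DMEM, 2% serum / Compound: single dose, pinned / Incubation: 1 h cell adhesion before compound, then overnight fibronectin incubation / Reagent: Alexa488-FN, 24 nM final / Read-out: inhibition of fibronectin deposition signal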
LGR2 inh: inhibitors of bursicon-induced Drosophila LGR2 receptor cAMP signaling; HEK293 LGR2, CRE-luciferase, bursicon-stimulated, 4 h; inhibition, % at 9.99 µM; actives 0.35% (n = 380,000); AID 720647;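 active = drop in luminescence signal, shown as inhibition above about 50% in the replicate tests, limit read from the data, passing the limit was not always enough; inconclusive = probably only some replicates passing the limit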;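 note: agonist challenge used bursicon conditioned medium at about half maximal strength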
An asterisk follows results filed as active; ? = inconclusive; nt = not tested or not shown; & = joins results of further samples.

Molecule	C2C12 statin	SIRT5 block	S100A4 MyoIIA	esBAF inh	CASP6 VEID inh	FN deposit inh	LGR2 inh
Cc1ccccc1-n1c(SCC(=O)N/N=C/c2c(C)nn(-c3ccccc3)c2C)nc2ccccc2c1=O	nt	-2	-1	nt	-1	0	22
COc1cccc2[nH]c3c(N4CCC(C)CC4)ncnc3c12	-57	-4	-1	1	-1	nt	-12
CNC(=O)c1oc(-c2ccccc2)nc1C	nt	-2	-4	nt	-6	6	24
CC(C)[C@H](NC(=O)N1CC(=O)Nc2ccccc21)C(=O)N1CCC[C@@H]1C(=O)O	3	11	-2	2	-2	nt	-1
CCCOC(=O)Oc1ccc2c(=O)c(Oc3cc(C)cc(C)c3)coc2c1	nt	2	-1	nt	3	1	-11
COc1ccccc1NC(=O)/C=C/c1ccc(OC)c(S(=O)(=O)N2CCOCC2)c1	-5	0	-3	-4	-4	3	14
O=C1/C(=C/c2ccccc2Cl)SC(=S)N1CCC(=O)N1CCCCC1CCO (stereo not given)	2	2	-16	4	1	10	16
Cc1ccc(C(=O)CCC(=O)N2CCC(C(N)=O)CC2)cc1	nt	-1	-5	nt	-7	-9	10
CCCN1CNc2c(c(=O)[nH]c(=S)n2CCc2ccc(OC)c(OC)c2)C1	-3	-1	-1	-12	-2	9	-1
C[C@H](CO)N1C[C@H](C)[C@@H](CN(C)C(=O)Nc2ccc3c(c2)OCO3)Oc2ccc(NC(=O)CCN3CCOCC3)cc2C1=O	10&4	-5	13&1	-1&-2	3&-1	-3	-2&-9
O=C1CCCC2=C1C1(CCCC1)N=C(Nc1nc3cc(-c4ccccc4)ccc3o1)N2	-20	-4	-13	19	2	3	-20
C[C@@H]1CN([C@@H](C)CO)C(=O)c2cc(NS(=O)(=O)c3cn(C)cn3)ccc2O[C@@H](C)CCCCO[C@@H]1CN(C)C(=O)Nc1ccccc1	nt	-1	1	-3	1	-7	-6
Cc1cc(NC(=O)CCC(=O)N(Cc2ccccc2)C(C(=O)NC2CCCC2)c2ccco2)no1 (stereo not given)	2	78*	-4	-4	3	-6	7
CCc1cccc(C)c1NC(=O)Cn1c(NCCO)nc2ccccc21	nt	nt	9	nt	-2	-2	nt
c1cnc(N2CCN(Cc3ccc4c(c3)OCO4)CC2)nc1	-2&9	-3&1	0&-11	6&8	0&-8	-5&3	2&-12
O=C(NC(Cc1c[nH]c2ccccc12)C(=O)N1CCOCC1)c1cccs1 (stereo not given)	7	2	-1	-4	5	-10	22
COc1ccc(NC(=O)c2cc([N+](=O)[O-])ccc2N2CCCC2)cc1	nt	-5	0	nt	0	1	21
CC(C)C(NS(=O)(=O)/C=C/c1ccccc1)C(=O)NCc1ccc(F)cc1 (stereo not given)	2	-2	1	-1	0	1	-2
CCOc1ccc(C2Nc3ccccc3NC3=C2C(=O)CC(C)(C)C3)cc1OC (stereo not given)	12	-2	-5	9	5	-4	-15
O=C(Nc1ccccc1)SC1CCCCC1	1	nt	3	83*	-1	12	nt
COc1cc(C=Nc2c(C)cc(C)cc2C)ccc1OC(C)=O	19	5	-3	-11	-5	-4	4
O=C(Cc1cc(C(F)(F)F)cc(C(F)(F)F)c1)Nc1c(-c2ccccc2)[nH][nH]c1=O	nt	nt	0	nt	1	-2	-21
C[C@H]1CN([C@@H](C)CO)C(=O)c2cccc(NC(=O)Nc3ccccc3)c2O[C@@H]1CN(C)Cc1ccncc1	-18	1	-3	-4	1	nt	-15
COCCNc1nc2c(c(=O)n(Cc3ccccc3F)c(=O)n2C)n1C	-20	-4	0	-5	-2	-6	7
COc1ccc(C(=O)Nc2ccc(Nc3ccccc3)cc2)cc1Br	nt	-1	14	nt	0	1	1
CC(=O)Cn1c(=O)c2c(nc3n2CCCN3Cc2ccccc2)n(C)c1=O	-3	2	-5	-6	6	12	4
Fc1ccc(Nc2nc(NCc3ccco3)c3ccccc3n2)cc1	-71	-5	-1	-8	5	-6	32
COc1ccc(NC(=O)CC2Oc3ccccc3NC2=O)c(OC)c1 (stereo not given)	-2	-7	4	2	0	-1	6
O=[N+]([O-])c1ccccc1/C=C/C=N/N1CCCCC1	nt	1	-6	nt	0	-4	-74
Cc1ccc(NC(=O)COc2coc(CN3CCc4ccccc4C3)cc2=O)cc1Cl	-6	-3	5	1	1	-4	4
C[C@@H]1CN([C@@H](C)CO)C(=O)c2cc(C#CCN(C)C)cnc2O[C@H]1CN(C)Cc1ccc2c(c1)OCO2	-2&-8&16	-2&0&-1	-1&-3&1	-2&4&-1	-99&-71&-68	-8&7	-6&-10
COC(=O)CCN(C(=O)c1cc(OC)c(OC)c(OC)c1)c1ccccn1	11	-1	1	-7	-1	nt	-7
CNC(=S)N/N=C/c1ccc(-c2cc([N+](=O)[O-])ccc2Cl)o1	nt	-8	-1	nt	0	-9	5
COC(=O)[C@@]1(Cc2ccc(OC)cc2)[C@H]2c3cc(C(=O)N4CCCC4)n(CCc4c[nH]c5ccccc45)c3C[C@H]2CN1C(=O)c1ccccc1	nt	1	14	nt	-3	nt	14
COc1ccc(NC(C)=O)cc1NC(=O)CCn1c(=O)sc2ccccc21	1	-4	-3	-5	-7	nt	-13
COc1ccc(NC(=O)CSc2nnc(-c3ccncc3)o2)c(OC)c1	0	-7	-15	2	0	-1	1
O=c1c2ccccc2nc(COc2ccccc2)n1/N=C/c1ccc(O)c(O)c1	17	-3	-5	10	14	2	-36
O=c1[nH]c(CSc2ncn[nH]2)nc2ccccc12	12	2	-13	-3	2	11	-11
CC1(C)c2ccccc2N2CC(=O)NC21/C=C/c1ccco1 (stereo not given)	17	nt	-30	-1&-6	nt	6	nt
COc1ccccc1CN1[C@@H]2CN(C(=O)C3CCCC3)c3ccccc3[C@@H]2[C@@H]1CO	2	-3	-1	-3	0	2	10
Cc1cc(C)n2nc(C(=O)OCC(=O)Nc3cc(Cl)ccc3C)nc2n1	-8	0	-4	0	0	-4	4
COc1ccccc1OCCN(C#N)c1nc(N(C)C)nc(N(C)C)n1	nt	-2	10	nt	1	5	-14
Cc1ccccc1S(=O)(=O)N[C@@H]1CC[C@H](CCn2cc(-c3ccccc3)nn2)O[C@H]1CO	6	0	0	5	-2	nt	16
Cn1nc2sc3ccccc3n2c(=O)c1=O	nt	-3	-4	nt	-1	-7	15
COCCNC(=O)C/C(C)=N/NC(=O)C(=O)NC1CCCCC1	8	0	1	3	4	3	-7
CC(=O)[C@@]1(O)CC[C@H]2[C@@H]3C[C@H](C)C4=CC(=O)CC[C@]4(C)[C@H]3CC[C@@]21C	15	-5	-9	1	2	-5	6
COc1ccccc1C(=O)N/C(=N/c1nc(C)cc(C)n1)Nc1ccccc1	nt	-1	-2	nt	-2	-5	13
NC(=O)COc1ccc2c3c(c(=O)oc2c1)CCCCC3	13	-7	-8	-8	1	nt	-14
Cc1cccc([C@@H]2[C@@H]3C(=O)N(Cc4ccccc4)C(=O)[C@@H]3[C@]3(Cc4ccccc4)C(=O)N(c4cccc(Cl)c4)C(=O)N23)c1	-2	nt	9	4	0	-9	-27
COC(=O)c1c(C)[nH]c(C(=O)N2CCN(c3ccc(OC)cc3)CC2)c1C	nt	14	-3	nt	1	-3	3
COc1ccc(N(CC(=O)NC2CCCC2)C(=O)CCC(=O)Nc2nc(C)cs2)cc1OC	1	-2	-1	-6	nt	7	18
CCOCCCNC(=O)N1CCOCC1	-3	nt	nt	-3	nt	6	nt
C[C@@H]1CN([C@@H](C)CO)C(=O)c2cc(C#CC3(O)CCCC3)cnc2O[C@@H]1CN(C)C(=O)Nc1ccc2c(c1)OCO2	7	8	5	-4	3	nt	4
COc1ccccc1-c1ccc([C@@H]2[C@H](CO)N3CCCCN(C(=O)CN4CCOCC4)C[C@@H]23)cc1	-13	4	-5	-5	2	nt	-6
COc1ccc(NC(=O)N2CCCC(C(=O)Nc3cccc(C)c3C)C2)cc1 (stereo not given)	0	-4	6	-4	5	0	-1
Cc1ccc(S(=O)(=O)NCC(=O)OC(C)C(=O)c2ccccc2)cc1 (stereo not given)	13	4	-1	nt	2	0	-7
C[C@H](CO)N1C[C@H](C)[C@H](CN(C)Cc2ccccc2)Oc2c(NC(=O)NC3CCCCC3)cccc2C1=O	11	-2	-15	13	0	nt	12
COc1cc(C(=O)N[C@H](C(=O)NC2CCCc3ccccc32)C(C)C)cc(OC)c1OC (stereo not given in full)	-8	-1	0	3	-1	0	8
Cc1oc2c(c1C(=O)Nc1cccc3ccccc13)CCCC2	17	nt	nt	6	nt	nt	-12
COc1cccc(C#Cc2ccc([C@@H]3[C@@H](C#N)N(C(=O)C4CCC4)[C@@H]3CO)cc2)c1	32	4	-13	9	1	-5	0

Carrying on:
Molecule	C2C12 statin	SIRT5 block	S100A4 MyoIIA	esBAF inh	CASP6 VEID inh	FN deposit inh	LGR2 inh
CN1CCN(c2nc(-c3cccs3)nc3ccccc23)CC1	6	nt	-7	-2	-6	-8	-9
CCOc1cccc(C(=O)Nc2ccc(N3CCCC3)cc2)c1	-1	-1	-2	8	-2	0	0
Cc1cc(OCC(=O)NCC(O)c2ccccc2)c2c(C)c(C)c(=O)oc2c1 (stereo not given)	-8	-11	-5	1	1	8	2
Cc1cc(C)nc(Nc2ccc(C(=O)O)cc2)n1	20	nt	nt	?	nt	nt	-28
COc1ccccc1C(=O)O/N=C(\N)c1ccccc1Cl	nt	0	-4	nt	-1	3	-73
C[C@@H]1CN([C@H](C)CO)C(=O)c2cc(NC(=O)C3CCCCC3)ccc2O[C@@H](C)CCCCO[C@@H]1CN(C)S(C)(=O)=O	-29	nt	nt	-4	nt	nt	1
CC(=O)Cc1nsc(NC(=O)c2cccs2)n1	10	nt	nt	14	nt	24	nt
O=C(/C=C/c1ccc(N2CCC(c3ccccc3)=N2)cc1)c1ccccc1	nt	1	-62	nt	-1	-13	-11
Fc1c(F)c(-n2nnc3ccccc32)c(F)c(F)c1Cl	4	-5	-4	-1	0	-7	0
CCc1nnc(NS(=O)(=O)c2ccc(NS(=O)(=O)c3ccccc3)cc2)s1	9	3	-1	-8	-1	nt	0
CSc1cccc(NC(=O)C2CCN(C(=O)c3ccccc3C)CC2)c1	3	-5	-4	-4	2	3	nt
CO[C@@H](CN(C)S(=O)(=O)c1cccc(Cl)c1)[C@@H](C)CN([C@@H](C)CO)S(=O)(=O)c1ccc(Cl)cc1	14	-2	13	1	5	-16	11
COc1ccc(NC(=S)N2CCN(c3ccc([N+](=O)[O-])cc3)CC2)cc1OC	nt	1	-3	nt	-1	2	4
NC(Cc1ccc(C(F)(F)F)cc1)c1csc(Nc2ccc(C(=O)c3ccccc3)cc2)n1 (stereo not given)	-18	nt	1	-7	-4	2	-21
CC(C)C(NC(=O)CSc1ccc(Cl)cc1)C(C)C	-4	-7	-10	-12	-1	nt	-8
CC(NCC(=O)Nc1cc(S(=O)(=O)N2CCOCC2)ccc1Cl)c1ccc(Cl)cc1Cl (stereo not given)	-2	0	-7	4	-3	3	6
COc1ccc(C(=O)c2nccc3ccccc23)cc1	nt	0	-7	nt	0	nt	-70
N#C/C(=C(/O)COC(=O)COc1cccc(Br)c1)c1nc2ccccc2[nH]1	nt	-1	-4	nt	3	-7	2

A portion of the library; rates above refer to the full screens.
